EP2 antag: blocks the human prostaglandin E2 receptor EP2; C6 glioma cells expressing human EP2, cAMP TR-FRET; cells stimulated with saturating PGE2; inhibition, % at 25 µM; 260,000 compounds, 0.52% hits;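 active means percent inhibition above 40 after rounding to a whole number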;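 further: rat C6 glioma host cells with rolipram phosphodiesterase inhibitor present; the protocol text gives 20 µM as final concentration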
Target sequence (P43116 whole entry, looked up): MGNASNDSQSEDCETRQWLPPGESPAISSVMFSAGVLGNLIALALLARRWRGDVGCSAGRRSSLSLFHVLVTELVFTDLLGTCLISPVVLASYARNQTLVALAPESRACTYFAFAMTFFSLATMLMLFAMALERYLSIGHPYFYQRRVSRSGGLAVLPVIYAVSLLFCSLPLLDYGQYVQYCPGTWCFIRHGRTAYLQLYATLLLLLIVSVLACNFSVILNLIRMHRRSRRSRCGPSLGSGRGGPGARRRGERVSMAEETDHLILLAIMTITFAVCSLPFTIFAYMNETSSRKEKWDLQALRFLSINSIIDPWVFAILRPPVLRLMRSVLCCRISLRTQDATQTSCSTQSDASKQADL
EP2 modulator: modulates human prostaglandin E2 receptor EP2 signaling. EP2-expressing cells, cAMP HTRF FRET, PGE2 co-stimulation. induction, % at 25 µM. 260,000 compounds, 0.83% hits;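 active means compounds whose cAMP rise, as percent of the full-agonist control response, exceeds 60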;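 further: rat C6 glioma line stably carrying human EP2 under a CMV promoter; the protocol text gives 20 µM as final concentration; 100% = response of wells given 1 µM PGE2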
Hck-Nef inh: inhibitors of human Hck kinase activated by Nef | Recombinant Hck-YEEI plus Nef, Z-Lyte FRET kinase assay | inhibition, % at 20 µM | 220,000 compounds, 0.68% hits;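 active means Hck-Nef kinase inhibition above about 50%, limit read from the data; inactive means inhibition below that limit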;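 further: 0% = DMSO with Hck plus Nef and 100% = Hck alone without Nef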
m-calpain inh: inhibitors of pig calpain II; purified calpain II, fluorogenic peptide substrate, 30 min; inhibition, % at 16 µM; 220,000 compounds, 0.37% hits;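 active means inhibition above about 50%, limit read from the data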
Tb hexokinase: T. brucei hexokinase 1 inhibition | inhibition, % at 10 µM | recombinant TbHK1, G6PDH-coupled NADH A340 | 220,000 compounds, 0.11% hits;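 active means inhibition of 50% or more in the single-dose primary screen; inactive means inhibition below 50%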
eIF4E 4G PPI: eIF4E/eIF4G interaction inhibition in translation initiation; AID 782; P63073+Q04637; inhibition, % at 21.7 µM; 220,000 compounds, 0.37% hits; TR-FRET eIF4E-eIF4GI(517-606) binding, 2 h;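 active means inhibition above about 30%, limit read from the data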;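 further: 0% = full FRET control wells and 100% = background wells lacking eIF4GI fragment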
zVAD death inh: L929 zVAD cell death inhibition. 220,000 compounds, 0.38% hits. viability rescue, % at 10 µM. AID 1377. L929 zVAD necroptosis rescue, ATP luminescence, 24 h; with zVAD 60 µM;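 active means activation, scaled between plate controls, above about 75%, limit read from the data; inactive means activation under that limit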;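 further: 0% = zVAD with DMSO and 100% = DMSO alone without zVAD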
14-3-3 Bad inh: disrupts binding of bovine 14-3-3 zeta to phospho-Bad peptide. P63103. TR-FRET 14-3-3zeta/Dy647-pBad peptide displacement, 1 h. inhibition, % at 21.7 µM. 220,000 compounds, 0.71% hits;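 active means inhibition above about 70%, limit read from the data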;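 further: 0% = full 14-3-3 plus peptide FRET controls and 100% = background without 14-3-3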
Target sequence (P63103 whole entry, looked up): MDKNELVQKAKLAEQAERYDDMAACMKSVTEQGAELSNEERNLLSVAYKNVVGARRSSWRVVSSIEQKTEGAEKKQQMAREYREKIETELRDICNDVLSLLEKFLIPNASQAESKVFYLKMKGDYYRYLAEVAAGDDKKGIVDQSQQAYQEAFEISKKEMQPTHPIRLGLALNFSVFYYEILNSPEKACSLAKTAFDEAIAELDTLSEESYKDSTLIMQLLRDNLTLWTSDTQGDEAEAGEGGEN
Rad51 HR inh: blocks human Rad51 in homologous recombination | 200,000 compounds, 0.085% hits | inhibition, % at 10 µM | Q06609 | hRad51 DNA strand exchange, fluorescence dequenching;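 active means inhibition above 40% at the single screening dose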;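 further: 0% = DMSO control wells and 100% = blanks with heterologous ssDNA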
Target sequence (Q06609 whole entry, looked up): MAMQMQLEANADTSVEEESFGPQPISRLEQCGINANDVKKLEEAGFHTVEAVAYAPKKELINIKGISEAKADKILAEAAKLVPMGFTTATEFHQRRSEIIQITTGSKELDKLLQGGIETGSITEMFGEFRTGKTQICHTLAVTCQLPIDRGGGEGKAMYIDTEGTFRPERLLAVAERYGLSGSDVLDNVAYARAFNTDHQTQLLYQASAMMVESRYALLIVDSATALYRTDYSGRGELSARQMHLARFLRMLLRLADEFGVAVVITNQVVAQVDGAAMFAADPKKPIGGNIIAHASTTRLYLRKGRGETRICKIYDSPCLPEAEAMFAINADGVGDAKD
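Test system – preformed human Rad51 ssDNA filaments · Reagent – Donor/quencher-labelled 47-bp dsDNA substrate · Incubation – 37 °C 15-min filament assembly, 30-min compound preincubation, 15-min exchange · Signal – FRET fluorescence dequenching, excitation 485 nm, emission 520 nm · Read-out – percent inhibition from fluorescence, normalised to plate control and blank means · Benchmarks – plate control and blank wells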
* marks the source's active call; other numbers are inactive results; i = inactive; nt = no result given; & = joins results of further samples; [ ] = another dose, or the depositor's remark.

no.	mol	EP2 antag	EP2 modulator	Hck-Nef inh	m-calpain inh	Tb hexokinase
1	O=C(CN1CCN(S(=O)(=O)c2ccc3ccccc3c2)CC1)N1CCc2ccccc2C1	13	-7	-3	-20	2
2	O=C(Nc1cccc(C(F)(F)F)c1)c1ccc(Cn2cc(Br)cn2)o1	13	-37	1	17	6
3	COc1cccc(-n2ccnc2SCC(=O)Nc2cc(OC)ccc2OC)c1	9	10	-1	-3	-3
4	O=C(/C(=C/O)N=Nc1ccccc1)c1ccco1	1	9	25	-13	-9
5	CC(=O)OC(C(=O)NCS(=O)(=O)c1ccc(C)cc1)c1cccnc1 (stereo not given)	16	18	1	-10	1
6	CCCc1nc2oc3c(OC)ncnc3c2c2c1COC(C)(C)C2	6	37	-2	-26	-1
7	CCCCOc1ccc(C(=O)NCc2ccncc2)cc1	9	-8	4	-13	-9
8	CC(C)(C)NC(=O)C(c1ccncc1)N(CC1CCCO1)C(=O)Cn1nnc(-c2ccc(F)cc2)n1 (stereo not given)	2	43	22	-19	-3
9	Cc1ccn2cc(CCNC(=O)CC(C)(C)C)nc2c1	8	15	0	0	-1
10	COCCn1nnnc1C(c1cccs1)N1CCN(c2ccccc2)CC1 (stereo not given)	2	15	-1	-15	-17
11	CC1(C)Cc2nc3sc(C(N)=O)c(N)c3cc2CO1	7	8	24	-10	-15
12	COc1ccc(C2C(=O)N(C3CCCCC3)CC(=O)N2CCc2ccccc2)cc1OC (stereo not given)	11	12	2	11	-8
13	Cc1ccc(-n2nnnc2SCn2nnc3ccccc3c2=O)cc1	13	-15	0	26	-5
14	Cc1cc2cc(CNC(=O)c3cccc([N+](=O)[O-])c3)ccc2[nH]1	16	-24	-5	-10	1
15	O=C(O)C1CC(=O)N(c2ccc(Br)cc2)C1 (stereo not given)	7	5	2	-1	-3

no.	eIF4E 4G PPI	zVAD death inh	14-3-3 Bad inh	Rad51 HR inh
1	0	2.3	5[fluorescence artefact?]	-7
2	7	1.1	-8	-3
3	1	2.2	-2	5
4	0	2.3	-9	-6
5	-1	0.6	-13	3
6	2[fluorescence artefact?]	0.3	8	3
7	4[fluorescence artefact?]	0.1	-8	-4
8	1	-1.1	-1	0
9	4	0.2	-11	-5
10	-10	-0.1	1	-2
11	2	0.0	4	10
12	0[fluorescence artefact?]	-0.4	3	4
13	6	0.2	-12	-5
14	-2	nt	-13	2
15	2[fluorescence artefact?]	0.1	1[fluorescence artefact?]	0

(cont.)
no.	mol	EP2 antag	EP2 modulator	Hck-Nef inh	m-calpain inh	Tb hexokinase
16	COCCCn1c(SCc2nnc(-c3ccccc3)o2)nc2sc3c(c2c1=O)CCC3	12&12	-81&-50	1	-14	-10
17	Cc1ccccc1C(=O)c1c[nH]c(C(=O)NCCCn2ccnc2)c1	5	3	0	28	-5
18	CCCCNC(=O)NNC(=O)COc1cccc(C)c1C	3	1	3	-11	3
19	CC[C@@H](C(=O)n1nc(C)cc1C)[C@H](NS(=O)(=O)c1ccc(C)cc1)c1ccccc1	20	43	-1	23	-7
20	CCN(CC)c1ccc(N2C(=O)/C(=C\c3cccnc3)SC2=S)cc1	1	16	2	12	-4
21	COc1ccc(CCN2C(=O)CC(C(N)=O)SC2=Nc2ccccc2)cc1OC (stereo not given)	6	-4	2	-39	-7
22	CCOC(=O)CN(C(=O)CSc1nnc(CNc2ccc(F)cc2)o1)c1ccccc1	9	-18	-1	-33	6
23	Cc1ccc(OC(=O)CCC(=O)NC(C)c2ccccc2)cc1 (stereo not given)	12	19	-2	12	-1
24	Cc1cccc(NC(=O)N[C@@H](C)C(=O)O)c1	17	4	7	-36	1
25	COc1ccc([N+](=O)[O-])cc1/C=N/NC(=O)c1nonc1N	7	-28	20	-1	-18
26	CC(C)C[C@H](NC(=O)c1nc[nH]c1C(=O)NC(c1ccccc1)c1ccccc1)C(=O)OC(C)(C)C	11	38	-3	36	-4
27	Cc1nn(-c2cccc(Cl)c2)c2nc(-c3ccco3)cc(C(=O)O)c12	3	14	8	i	-33
28	CS(=O)(=O)N(CC(=O)N1CCN(Cc2ccc3c(c2)OCO3)CC1)C1CCCCC1	4	-8	-8	-19	-5
29	CC(C)[C@H](NC(=O)Nc1cccc(Br)c1)C(=O)O	10	26	4	6	22
30	COc1ccc(C(=O)NN2CCCCC2)cc1OC	3	16	-1	-31	-2

no.	eIF4E 4G PPI	zVAD death inh	14-3-3 Bad inh	Rad51 HR inh
16	2	1.0	-5	-2
17	-4	0.1	-7	-3
18	14	-0.3	-8	-3
19	-12	0.4	8	3
20	-6	0.3	2	-6
21	0[fluorescence artefact?]	0.6	0	3
22	1	0.3	-8	0
23	3	-0.7	-7	nt
24	-1	0.4	6	-6
25	6	-0.3	-13	-8
26	5	0.9	-14	-5
27	16[fluorescence artefact?]	0.8	3[fluorescence artefact?]	-6
28	1	0.2	-7	nt
29	-2	0.6	-11	nt
30	3[fluorescence artefact?]	0.5	5[fluorescence artefact?]	2

Next section.
no.	mol	EP2 antag	EP2 modulator	Hck-Nef inh	m-calpain inh	Tb hexokinase
31	COc1ccc(N2CCN(C(=O)CCCn3c(=S)[nH]c4cc5c(cc4c3=O)OCO5)CC2)cc1	9	-42	-1	21	-7
32	Cc1cc(NC(=O)CSc2ccc3nnc(-c4ccc(Cl)cc4)n3n2)no1	5	-18	1	-75	-12
33	COc1ccc(C(=O)/C(=C/O)N=Nc2ccc(F)cc2)cc1	4	69*	39	-38	-18
34	Cc1ccc(C#N)c(SCc2ccccc2[N+](=O)[O-])n1	2	25	2	23	-2
35	COc1cc(-c2nc(S(=O)(=O)c3ccc(Cl)cc3)c(N(C)C)o2)cc(OC)c1OC	12	20	1	-16	0
36	Cc1ccc(S(=O)(=O)NC(=O)c2cc(C)n(CCCN3CCOCC3)c2C)cc1	nt	13	1	-11	-5
37	COc1ccccc1CCNC(=O)/C(=C/c1cccnc1)NC(=O)c1ccccc1	8	-4	-1	9	10
38	Cc1cc(C)n(C(=O)c2ccc(NC(=O)CC(C)C)cc2)n1	8	4	1	3	3
39	CSc1sc(C#N)c2c1/C(=N\O)CCC2	17	-10	11	-1	-13
40	O=[N+]([O-])C(=C1SCCS1)C(=C(Cl)Cl)N1CCCCC1	4	42	-11	12	1
41	CC1CN(C(=O)Nc2ccc3c(c2)OCCO3)CC(C)O1 (stereo not given)	10	-33	10	12	-4
42	CCN1C(=O)CC(N2CCN(CC(=O)NC(C)C)CC2)C1=O (stereo not given)	9	0	0	-3	4
43	O=C(NCc1n[nH]c(=S)n1Cc1ccccc1)c1ccc(Cl)cc1Cl	3	3	25	-8	2
44	COc1cc(NC(=O)CSc2nnc(C)s2)cc(OC)c1OC	7	-1	-9	-3	-4
45	O=S(=O)(Nc1ccc2c(c1)OCO2)c1ccc(Br)s1	6	29	2	7	2

no.	eIF4E 4G PPI	zVAD death inh	14-3-3 Bad inh	Rad51 HR inh
31	-6	0.1	-15	-9
32	25	-0.3	16	-2
33	3	2.1	-8	-18
34	-4[fluorescence artefact?]	-0.3	-13[fluorescence artefact?]	1
35	3[fluorescence artefact?]	1.0	0[fluorescence artefact?]	-2
36	0[fluorescence artefact?]	0.9	1	nt
37	-1[fluorescence artefact?]	-0.2	8	4
38	6[fluorescence artefact?]	-0.2	-9	0
39	4	0.9	-3	-7
40	-1	-0.3	-13	1
41	0	0.3	-5	11
42	6	0.0	0	-7
43	4	2.3	-19	6
44	-7	nt	4[fluorescence artefact?]	-3
45	5[fluorescence artefact?]	-1.0	-4	7

(cont.)
no.	mol	EP2 antag	EP2 modulator	Hck-Nef inh	m-calpain inh	Tb hexokinase
46	CC1CC(C)(C)NC(=S)N1CCC(=O)NCc1ccc(Cl)cc1 (stereo not given)	5	-12	20	-10	-6
47	Cc1cccn2c(=O)c3cc(C(=O)NCC4CCCO4)c(=N)n(Cc4cccnc4)c3nc12 (stereo not given)	6	-2	118*	-402	-23
48	COc1cc(Nc2ncnc(N)n2)cc(OC)c1	7	-5	62*	-14	-3
49	O=C(Nc1ccccc1C(=O)Nc1nncs1)c1ccccc1	16	-22	13	-10	-8
50	Cc1ccc(CN(CC(=O)NC2CCCC2)C(=O)CSc2nnc(COc3ccccc3)o2)cc1	4	48	1	17	-3
51	Cc1nc(NC(=O)c2ccccc2)sc1-c1csc(NCCc2ccccc2)n1	12	-1	-12	-81	-12
52	c1ccc(CCNc2c3c(nc4ncnn24)CCC3)cc1	3	-20	2	-5	3
53	CC(C)CC(=O)Nc1ccc(C(=O)COc2ccc(-c3nnco3)cc2)cc1	13	-15	7	-93	2
54	CCOC(=O)CSC1=N/C(=C/c2ccc(-n3cncn3)cc2)C(=O)N1C(C)=O	3	-5	-73	-20	-7
55	CCOc1cc(CN2CCN(C(=O)CC(C)C)CC2)ccc1OC	14	1	2	0	-4
56	O=c1c2sccc2nc(SCc2cc(=O)n3ccccc3n2)n1-c1ccc(Br)cc1	6	15	-3	-49	-18
57	CC(Oc1cccc(Cl)c1)C(=O)Nc1ccncc1 (stereo not given)	9	-24	17	-16	-3
58	COc1cccc(C(=O)CSc2nnc(CNS(=O)(=O)c3ccc(C)cc3)n2C)c1	14	0	-2	-7	1
59	CN(C)c1ccc(C(=O)N2CCN(c3cc(C(F)(F)F)nc4ccccc34)CC2)cc1	2	-6	40	-11	-21

no.	eIF4E 4G PPI	zVAD death inh	14-3-3 Bad inh	Rad51 HR inh
46	1	2.6	-17	1
47	-1	-0.9	7	-2
48	-1	2.3	0	17
49	-2	0.8	-1	4
50	4	-0.3	3	5
51	-9	-0.6	-15	2
52	10	-0.1	-8	-8
53	5	3.2	18	-2
54	-2	-0.3	-2	10
55	-4	0.1	48[fluorescence artefact?]	nt
56	-1	-0.6	0	9
57	3	2.7	-12	-3
58	-4	0.8	4[fluorescence artefact?]	26
59	3	0.3	-1	nt

The list is partial. The share of hits here may be higher or lower than overall.
